procasp3 activ – activates human procaspase-3; P42574; recombinant procaspase-3 D3A, Ac-DEVD-pNA absorbance 405 nm; activation, % at 8.5 µM; 330,000 tested, 0.11% active; AID 463141;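 active = activation above the mean of all tested compounds plus 3 SD, cut at about 21% in these data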;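 note: 0% = DMSO alone and 100% = DMSO wells spiked with extra 5 µM PC-3 D3A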
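Evaluation: percent activation relative to control range; Material: Procaspase-3 D3A mutant, all three cleavage aspartates alanine; Compound: single dose, 8.5 µM nominal compound, 0.8% DMSO; Replication: one well per compound; Signal: absorbance at 405 nm, 0 and 120 min; Schedule: 1 h preincubation plus 2 h reaction at 25 °C.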
PP5 primary – inhibitors of human protein phosphatase 5 (PP5) | P53041 | purified PP5c, OMFP substrate fluorescence | inhibition, % at 6.7 µM | 320,000 tested, 0.18% active | AID 1987;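 active = inhibition above the campaign's mean inhibition across all tested compounds plus 3 SD, cut at about 9.5% in these data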;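 note: 0% = DMSO only and 100% = 100 µM cantharidin control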
Efflux pump mplx – antifungal efflux pump inhibition, Nile Red retention | inhibition, % at 10 µM | 330,000 tested, 0.44% active | AID 485275 | S. cerevisiae Candida pump triplex;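 active = plate passing quality check with inhibition over a set limit, or well fluorescence over plate mean plus 4 SD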;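 note: Nile Red retained in pooled yeast measured as flow cytometry median fluorescence; 0% = buffer negative control and 100% = Enniatin B positive control; higher means more Nile Red kept so more efflux inhibition; some compounds called inactive have numbers as strong as hits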
Fh CTSL1 inh – counter-screen for PFM18AAP inhibitors: inhibitors of F. hepatica cathepsin L1; recombinant F. hepatica cathepsin L1, Z-Leu-Arg-MCA fluorescence; 300,000 tested, 0.49% active; inhibition, % at 5.96 µM; AID 1906;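 active = inhibition above the mean of all tested compounds plus 3 SD, set per screening campaign, cut at about 17% in these data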;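 note: 0% = plate median of test compound wells and 100% = 1 µM Z-Phe-Ala-diazomethylketone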
PP1 counter – blocks human PP1-alpha phosphatase, a PP5 counter-screen; purified PP1alpha, OMFP fluorescence; P62136; 320,000 tested, 0.9% active; AID 2235; inhibition, % at 6.7 µM;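 active = inhibition above the mean inhibition of all tested compounds plus 3 SD, computed separately for each screening campaign, cut at about 15% in these data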
Target sequence (P62136 whole entry, looked up): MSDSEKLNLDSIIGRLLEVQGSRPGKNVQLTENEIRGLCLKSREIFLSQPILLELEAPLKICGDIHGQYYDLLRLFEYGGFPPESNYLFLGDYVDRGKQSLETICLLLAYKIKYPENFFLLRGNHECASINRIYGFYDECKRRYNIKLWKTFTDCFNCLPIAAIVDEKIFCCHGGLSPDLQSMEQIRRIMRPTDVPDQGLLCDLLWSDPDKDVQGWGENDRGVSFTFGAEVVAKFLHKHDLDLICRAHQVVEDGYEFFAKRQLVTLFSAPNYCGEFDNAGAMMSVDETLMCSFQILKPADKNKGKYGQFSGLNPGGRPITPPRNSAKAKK
TPT1 inhibitor – inhibitors of Candida albicans tRNA 2'-phosphotransferase TPT1. recombinant caTPT1, FP RNA substrate dephosphorylation. inhibition, % at 5 µM. 300,000 tested, 0.81% active;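 active = inhibition above the mean of all tested compounds plus 3 SD, set per screening campaign, cut at about 24% in these data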;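 note: plate controls were DMSO alone for no effect and ferristatin control at 100 nM for full effect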
procasp7 counter – counter-screen: procaspase-7 (human) activation; P55210; recombinant procaspase-7, Ac-DEVD-pNA absorbance 405 nm; D23A/D198A/D206A triple mutant, cannot self-cleave; scale: DMSO 0, 5 µM enzyme 100; activation, % at 8.5 µM; 330,000 tested, 0.093% active; AID 463210;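 active = percent activation above the screen-wide mean plus 3 SD, cut at about 25% in these data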
Target sequence (P55210 whole entry D23A/D198A/D206A): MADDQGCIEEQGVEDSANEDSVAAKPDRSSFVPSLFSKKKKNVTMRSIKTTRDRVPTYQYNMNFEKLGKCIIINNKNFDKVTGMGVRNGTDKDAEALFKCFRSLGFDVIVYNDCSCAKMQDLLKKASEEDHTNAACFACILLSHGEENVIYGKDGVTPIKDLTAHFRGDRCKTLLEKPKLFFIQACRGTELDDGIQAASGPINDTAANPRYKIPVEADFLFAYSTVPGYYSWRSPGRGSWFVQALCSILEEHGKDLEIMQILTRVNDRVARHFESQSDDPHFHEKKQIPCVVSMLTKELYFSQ
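System: Procaspase-7 triple mutant (PC-7 D3A); measure: % activation from two-timepoint absorbance difference, scaled to controls; times: 1 h compound preincubation, 2 h substrate cleavage, 25 °C; also added: Ac-DEVD-pNA substrate, 400 µM as added; measured by: Epi-absorbance of released pNA at 405 nm, two timepoints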
GASC-1 inh – human JMJD2C demethylase inhibition; Q9H3R0; GST-JMJD2C(1-420) H3K9me3 demethylation, DELFIA europium; inhibition, % at 2.35 µM; 330,000 tested, 0.069% active;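 active = more than half of a compound's replicate wells show inhibition beyond 50%, single wells judged on their own value; inconclusive = some, but no more than half, of replicates pass 50% inhibition; inactive = no replicate passes 50% inhibition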;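 note: signal counts dimethyl H3K9 product captured on neutravidin plate; 0% = median of DMSO wells and 100% = 0.3 times that DMSO median; strong numbers were not always called active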
Target sequence (Q9H3R0 1-420 limits assumed): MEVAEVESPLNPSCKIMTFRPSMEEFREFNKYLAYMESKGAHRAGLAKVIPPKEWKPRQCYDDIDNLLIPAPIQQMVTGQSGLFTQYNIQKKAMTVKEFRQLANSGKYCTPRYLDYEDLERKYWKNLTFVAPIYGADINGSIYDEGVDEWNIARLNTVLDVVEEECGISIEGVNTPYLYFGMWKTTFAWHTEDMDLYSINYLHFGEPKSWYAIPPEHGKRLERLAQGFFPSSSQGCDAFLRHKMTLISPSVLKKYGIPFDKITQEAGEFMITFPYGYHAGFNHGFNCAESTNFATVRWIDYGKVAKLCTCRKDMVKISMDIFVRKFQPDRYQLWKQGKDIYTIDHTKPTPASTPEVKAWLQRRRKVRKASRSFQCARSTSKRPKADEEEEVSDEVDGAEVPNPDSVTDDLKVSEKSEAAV
HCV core dimer – HCV core protein dimerization inhibition; TR-FRET GST/Flag-core106 dimerization, 1536-well; inhibition, % at 5 µM; 300,000 tested, 0.33% active;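 active = inhibition above the mean of all tested compounds plus 3 SD, set per screening campaign, cut at about 45% in these data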
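System: GST-tagged and Flag-tagged HCV core protein residues 1-106 / Input: core106 proteins, GST 13.5 nM and Flag 17 nM / Buffer or medium: KF-containing HEPES buffer, pH 7.45, DTT, CHAPS, BSA / Probe or stimulus: Eu-anti-GST and XL665-anti-Flag labelled anti-tag antibodies / Schedule: 4 h, 22.5 °C incubation / Technique: TR-FRET 671 and 617 nm emission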
An asterisk follows results filed as active; ? = inconclusive; nt = not tested or not shown.

SMILES | procasp3 activ | PP5 primary | Efflux pump mplx | Fh CTSL1 inh | PP1 counter | TPT1 inhibitor | procasp7 counter | GASC-1 inh | HCV core dimer
COc1ccc(Cl)cc1NCC(=O)Nc1ccc(OC)c(S(=O)(=O)N2CCCCC2)c1 | 10 | 5.0 | -0.1 | nt | 2 | nt | 5 | 10 | nt
C[C@]12CCC(=O)C=C1[C@H](O)C[C@@H]1[C@@H]2[C@@H](O)C[C@@]2(C)[C@H]1CC[C@]2(O)C(=O)CO | -1 | -2.4 | -0.1 | 0 | 1 | -6 | -5 | -8 | -3
C=CCN1C(=O)C(CC(=O)Nc2ccccc2)SC1=Nc1c(C)n(C)n(-c2ccccc2)c1=O (stereo unspecified) | 2 | 3.3 | 0.0 | -3 | -5 | -4 | 4 | 18 | -3
COc1cc(C(=O)NCCOc2cccc3cccnc23)cc(OC)c1OC | 1 | -0.7 | 0.2 | -3 | -3 | 1 | 3 | 0 | 1
CC(C)C(O)C1CCN(Cc2nc(-c3cccs3)no2)CC1 (stereo unspecified) | 2 | -2.6 | -0.1 | -4 | -1 | 2 | 5 | 13 | -2
Cc1ccc(S(=O)(=O)N2CCN(C(=O)COC(=O)c3c(C)cc(C)cc3C)CC2)c(C)c1 | -2 | -0.6 | -0.1 | 1 | 7 | 3 | 9 | 30 | 8
CN(C)S(=O)(=O)c1ccc(Cl)c(NC(=O)CN2CCC(Cc3ccccc3)CC2)c1 | 0 | 3.1 | 0.2 | 4 | 1 | 1 | 8 | 6 | 6
COc1ccc(NC(=O)N(C)C[C@H]2Oc3ccc(NC(=O)NC(C)C)cc3C(=O)N([C@H](C)CO)C[C@@H]2C)cc1 | 6 | nt | 0.8 | nt | nt | nt | -10 | 4 | nt
COc1cc(CSc2nnnn2-c2ccc(C)cc2)cc(OC)c1OC | 1 | 3.7 | 0.0 | 3 | -7 | 0 | 8 | -11 | 1
COc1cc(S(=O)(=O)N2CCOCC2)ccc1NC(=O)COc1ccc(N(C)S(=O)(=O)c2ccc(C)cc2)cc1 | 4 | 2.0 | 0.1 | 0 | 6 | -3 | 4 | -9 | 21
COc1ccccc1CNC(=O)C1CC(c2ccc([N+](=O)[O-])cc2)=NO1 (stereo unspecified) | 2 | 5.1 | nt | 9 | 0 | 3 | -1 | 4 | 0
CC(NC(=O)C(c1ccccc1)c1ccccc1)c1ccccc1 (stereo unspecified) | 2 | 1.8 | 0.0 | -3 | -2 | -4 | 11 | -15 | 8
CC(=O)Nc1ccc(S(=O)(=O)N(C)c2ccc(OCC(=O)OCC(=O)NCc3ccco3)cc2)cc1 | 1 | -3.4 | 0.3 | 0 | -3 | -1 | 4 | -2 | 6
O=C(COc1cc(O)c2c(=O)cc(-c3ccccc3)oc2c1)c1cccc([N+](=O)[O-])c1 | -11 | -0.7 | 0.4 | 1 | -2 | -6 | -5 | 3 | 12
O=C(NCCCO)c1nnc(Cc2c(F)cccc2Cl)o1 | 5 | 0.7 | -0.4 | 0 | 2 | -1 | -4 | 0 | -2

Reprinted from the part before: three compounds, then new ones.
SMILES | procasp3 activ | PP5 primary | Efflux pump mplx | Fh CTSL1 inh | PP1 counter | TPT1 inhibitor | procasp7 counter | GASC-1 inh | HCV core dimer
CC(=O)Nc1ccc(S(=O)(=O)N(C)c2ccc(OCC(=O)OCC(=O)NCc3ccco3)cc2)cc1 | 1 | -3.4 | 0.3 | 0 | -3 | -1 | 4 | -2 | 6
O=C(COc1cc(O)c2c(=O)cc(-c3ccccc3)oc2c1)c1cccc([N+](=O)[O-])c1 | -11 | -0.7 | 0.4 | 1 | -2 | -6 | -5 | 3 | 12
O=C(NCCCO)c1nnc(Cc2c(F)cccc2Cl)o1 | 5 | 0.7 | -0.4 | 0 | 2 | -1 | -4 | 0 | -2
O=C(NCCCCc1ccccc1)c1ccccc1Br | -7 | 1.2 | 0.1 | 8 | -1 | -1 | 2 | 0 | 0
CC1=C(C#N)C(C)C2=C(CC(C)(C)CC2=O)N1 (stereo unspecified) | 5 | -0.6 | 0.0 | 0 | 0 | -5 | -9 | 9 | -4
O=C(NCc1cccnc1)c1ccccc1-c1ccccc1 | 0 | 1.7 | -0.2 | -4 | -1 | -3 | 3 | 6 | -14
CC(C)(C)C(=O)CN1C(=O)NC2(CCc3ccccc32)C1=O (stereo unspecified) | 1 | 0.3 | -0.2 | 2 | -2 | 5 | -4 | 1 | -13
COc1cccc(C(=O)NCCS(=O)(=O)NCc2ccco2)c1 | 8 | 0.3 | -0.1 | -4 | -2 | 1 | 14 | -1 | -3
CSc1cccc(CN2CCC(CO)(Cc3ccccc3)CC2)c1 | 2 | 1.8 | 0.1 | -3 | -2 | -3 | -6 | -26 | -2
Cc1cc(C)c(C(=O)NC2CC(C)(C)Cc3c2cnn3-c2ccccc2)o1 (stereo unspecified) | 14 | 3.9 | -0.2 | -4 | 0 | -5 | -8 | -3 | 7
CCCN(CC(=O)Nc1ccccc1OC)C(=O)Cc1ccccc1F | -4 | 2.8 | -0.1 | 3 | -3 | -1 | 0 | -1 | 9
CCOc1cccc2cc(C(=O)NCc3ccccc3)c(=N)oc12 | 0 | -1.9 | 0.1 | 1 | -1 | 6 | 16 | -12 | 1
CC(C)NC(=O)CN1CCN(C(=O)CCl)CC1 | -4 | -0.9 | 0.1 | 2 | -5 | -4 | 2 | -2 | 4
COc1ccc(C(=O)O/N=C(\N)c2ccncc2)cc1OC | 0 | -1.2 | -0.3 | 1 | -2 | -3 | 5 | 4 | -4
O=C(c1ccc(-c2ccccc2)cc1)C1CCCN(C(=O)c2ccncc2)C1 (stereo unspecified) | 3 | 3.2 | 0.0 | 0 | 2 | -6 | 11 | -4 | 0
Cc1cccc(C)c1OCCN1CCOCC1 | 3 | 0.4 | 0.0 | 0 | -5 | -1 | -2 | -12 | 9
O=C(Nc1ccccc1Oc1ccccc1)c1ccccc1F | 6 | 0.9 | -0.3 | 3 | 3 | 0 | 5 | 2 | 6
COc1cccc(NC(=O)NCc2ccc(F)cc2)c1 | 4 | 1.1 | 0.0 | 0 | -1 | -2 | -5 | 4 | -4
CN1CCCN(C(=O)CNC(=O)c2ccccc2F)CC1 | -6 | nt | 0.0 | nt | nt | nt | 11 | 2 | nt
CC(NC(=O)CCNS(=O)(=O)c1cccc2nonc12)c1ccccc1 (stereo unspecified) | -1 | 0.3 | 0.1 | -2 | -2 | -2 | -3 | 2 | -7
CC(=O)c1ccc(N(CC(=O)NC2CCCC2)C(=O)CNC(=O)c2cccs2)cc1 | -6 | -7.2 | 0.2 | -10 | 2 | -2 | -10 | -3 | -7
CCCN(CC(=O)Nc1ccc(C(N)=O)cc1)CC(=O)Nc1cc(Cl)ccc1Cl | 0 | 0.7 | -0.1 | 5 | 1 | 5 | 1 | -8 | 1
O=C(NNC(=S)NC(=O)c1ccccc1[N+](=O)[O-])c1ccccc1O | 1 | 2.0 | 0.0 | 1 | -1 | 0 | -7 | -28 | -5
COC(=O)c1cn(C(=O)c2ccccc2Cl)c2ccccc12 | -2 | 0.1 | 0.0 | 1 | 3 | -3 | -4 | 50 | 17
O=C(CCCn1c(=O)[nH]c2ccccc2c1=O)NCCSCc1ccccc1 | 2 | -0.8 | 0.0 | -3 | -2 | -3 | 9 | 8 | 2
Cc1sc2ncnc(N3CCC(C(=O)Nc4nnc(SCc5ccccc5F)s4)CC3)c2c1C | -6 | 0.8 | 0.1 | 0 | -11 | -3 | -3 | 1 | 12
CC1Cc2ccccc2N1C(=S)NC(=O)C1(C)CC1(Cl)Cl (stereo unspecified) | 0 | -0.1 | -0.1 | 3 | -4 | -1 | -5 | -5 | 8
O=C(Nc1ccc(-c2ccc([N+](=O)[O-])cc2)cc1)c1ccccc1F | -1 | -0.2 | 0.1 | 2 | 2 | -2 | 14 | -8 | 10
CCOc1ccc2nc(NCCNC(=O)CC)c(C#N)cc2c1 | -1 | 1.3 | -0.1 | 0 | -1 | -1 | 0 | -10 | 0
CC(=O)Nc1ccc(NC(=O)C(NS(=O)(=O)c2cccc3nsnc23)C(C)C)cc1 (stereo unspecified) | 4 | -0.3 | -0.1 | 0 | 0 | -3 | 1 | ? | -16
CC(C)CCN1CCN(Cc2ccc(C(F)(F)F)cc2)CC1CCO (stereo unspecified) | 9 | 2.5 | -0.1 | -1 | -4 | 4 | 2 | 10 | 1
COc1ccc(C=NNc2ccc([N+](=O)[O-])cc2S(=O)(=O)Nc2ccccc2C(=O)O)cc1OC | -7 | nt | -0.1 | nt | nt | nt | -1 | 1 | nt
O=C(NCc1cn(-c2ccccc2)nc1-c1ccccc1)c1cc([N+](=O)[O-])cc([N+](=O)[O-])c1 | -11 | 1.4 | -0.1 | -2 | -2 | -5 | 0 | -8 | 22
Cc1cc2cc(CN(Cc3ccc4c(c3)OCO4)C(=O)c3ccco3)c(=O)[nH]c2cc1C | -6 | 0.9 | 0.2 | -10 | 4 | 3 | -20 | 42 | 1
Cc1c(C(=O)OCC(=O)N2c3ccccc3CC2C)oc2ccccc12 (stereo unspecified) | -2 | 3.7 | 0.1 | -2 | -1 | -5 | 8 | -18 | 11
Cc1cc(C)c(C#N)c(SC(C(=O)NC(C)(C)C)c2ccccc2)n1 (stereo unspecified) | 2 | -1.4 | -0.1 | 5 | -4 | -4 | 2 | 4 | 0
O=C(NCCc1nc2ccccc2[nH]1)c1ccc([N+](=O)[O-])cc1 | -1 | -0.4 | 0.0 | 0 | -3 | 0 | -1 | 2 | 6

Molecules shown so far with an NH in an aromatic ring:
SMILES | procasp3 activ | PP5 primary | Efflux pump mplx | Fh CTSL1 inh | PP1 counter | TPT1 inhibitor | procasp7 counter | GASC-1 inh | HCV core dimer
O=C(CCCn1c(=O)[nH]c2ccccc2c1=O)NCCSCc1ccccc1 | 2 | -0.8 | 0.0 | -3 | -2 | -3 | 9 | 8 | 2
Cc1cc2cc(CN(Cc3ccc4c(c3)OCO4)C(=O)c3ccco3)c(=O)[nH]c2cc1C | -6 | 0.9 | 0.2 | -10 | 4 | 3 | -20 | 42 | 1
O=C(NCCc1nc2ccccc2[nH]1)c1ccc([N+](=O)[O-])cc1 | -1 | -0.4 | 0.0 | 0 | -3 | 0 | -1 | 2 | 6

Screening data (PubChem)
